Tb PYK inh: qHTS of Trypanosoma Brucei Inhibitors; pyruvate kinase (Trypanosoma brucei), Q57TT1; TbPYK enzyme, Kinase-Glo Plus ATP luminescence, 45 min; Potency, µM (titrated, usually from 76.8 µM), for inactives: top-dose activity, negative = inhibition, usual class: inhibitors; 410,000 compounds, 0.12% hits; AID 624173, 2012; also: potency is read from the fitted curve at half-maximal effect; % is scaled to controls: 0 for no effect and ±100 for the full control effect; nearly all actives have a fitted effect of over 50% in size
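Screened from lowest to highest concentration, compounds were pinned into TbPYK/substrate mixtures, and ADP (130 uM final) was added. Plates sat at room temperature for 45 min prior to Kinase-Glo Plus detection by luminescence.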
HCV inhibitor: qHTS Assay for Inhibitors of Hepatitis C Virus (HCV). Huh7.5.1 HCVcc-Cre infection, luciferase reporter, 44 h. Potency, µM (series often up to 41.8 µM), for inactives: top-dose activity change, negative = inhibition, most hits filed as inhibitors. 340,000 compounds, 3.4% hits; also: potency is read from the fitted curve at half-maximal effect; % is scaled to controls: 0 for no effect and ±100 for the full control effect
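Luciferase read-out (15 sec integration) after a 15 min room-temperature substrate step quantifies HCVcc-Cre infection. Cells, 1,000 per well, had compound added 4 h post-plating, then virus at ~0.5 moi, and were cultured 44 h.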
LmPK inh: qHTS Assay for Inhibitors of Leishmania Mexicana Pyruvate Kinase (LmPK); Q27686; purified LmPK, Kinase-Glo ATP luminescence, 1 h; Potency, µM (series often up to 57.5 µM), for inactives: at the highest dose activity change, negative = inhibition, usual class: inhibitors; 290,000 compounds, 0.37% hits; AID 1721, 2009; also: potency is read from the fitted curve at half-maximal effect; % is scaled to controls: 0 for no effect and ±100 for the full control effect
Target sequence (Q27686 whole entry, looked up): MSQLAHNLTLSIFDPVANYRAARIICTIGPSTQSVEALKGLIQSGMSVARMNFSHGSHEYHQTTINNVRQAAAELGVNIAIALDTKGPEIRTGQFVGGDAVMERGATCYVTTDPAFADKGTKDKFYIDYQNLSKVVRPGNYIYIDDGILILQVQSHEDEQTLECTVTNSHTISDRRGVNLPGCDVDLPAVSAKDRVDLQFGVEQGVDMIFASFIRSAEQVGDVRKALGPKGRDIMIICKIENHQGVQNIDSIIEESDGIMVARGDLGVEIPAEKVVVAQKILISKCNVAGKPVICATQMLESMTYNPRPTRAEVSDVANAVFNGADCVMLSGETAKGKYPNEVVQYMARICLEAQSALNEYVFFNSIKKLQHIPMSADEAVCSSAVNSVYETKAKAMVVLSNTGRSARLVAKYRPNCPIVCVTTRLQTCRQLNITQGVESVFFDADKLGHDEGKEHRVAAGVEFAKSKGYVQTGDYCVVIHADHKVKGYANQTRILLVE
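ATP generated from ADP (0.1 mM) and PEP (0.5 mM) by 0.1 nM LmPK over 1 h at room temperature (pH 7.2 imidazole buffer) was detected by coupled luciferase luminescence. Values were normalized to uninhibited and no-enzyme wells.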
Pf growth 96h: Primary qHTS for delayed death inhibitors of the malarial parasite plastid, 96 hour incubation; P. falciparum luciferase reporter growth, 96 h; Potency, µM (series often up to 28.7 µM), for the others: at the top dose activity change, negative = inhibition, usual class: inhibitors; 320,000 compounds, 6.9% hits; AID 504834, 2011; also: potency is read from the fitted curve at half-maximal effect; % is scaled to controls: 0 for no effect and ±100 for the full control effect
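Two parasite generations (96 h, 37 C, 5% CO2) of compound exposure in infected erythrocytes (0.05% parasitemia, 2% hematocrit). Luciferase-reporter P. falciparum; decreased luminescence indicates inhibited growth, aimed at apicoplast-acting delayed death.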
Pf growth 48h: Primary qHTS for delayed death inhibitors of the malarial parasite plastid, 48 hour incubation; P. falciparum luciferase growth in erythrocytes, 48 h; Potency, µM (highest dose often 28.7 µM), inactives show at the top dose activity change, negative = inhibition, actives largely listed as inhibitors; 310,000 compounds, 5.9% hits; also: potency is read from the fitted curve at half-maximal effect; % is scaled to controls: 0 for no effect and ±100 for the full control effect
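Compounds are pin-transferred into medium, infected erythrocytes (2% hematocrit, 0.1% parasitemia final) are added, and plates sit one parasite generation at 37 C in 5% CO2. Detection reagent is then added and luminescence measured.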
CHX counter: Cycloheximide Counterscreen for Small Molecule Inhibitors of Shiga Toxin. 300,000 compounds, 12% hits. cell reporter, cycloheximide protein synthesis inhibition counterscreen. max response, %; in the data active = max response mostly above about 13%, no sharp cut-off; inactive = mostly below about 14%; also: read at 38.3 µM for the half of the compounds with a filed dose; 0% is about no effect
Shiga inhibitor: A qHTS for Small Molecule Inhibitors of Shiga Toxin; Vero cells, Shiga toxin protein synthesis inhibition reporter; inhibition, % at 38.7 µM; 290,000 compounds, 9.2% hits; AID 2315, 2010; in the data active = inhibition mostly above about 28%, no sharp cut-off; inactive = mostly below about 43%; also: 0% is about no effect
Active calls of the source: *; i = inactive; ? = inconclusive; . = not tested or not shown; & = joins results of further samples; [ ] = dose if it differs, or a comment. Unless noted, calls follow the shape of the dose curve; as a rule, active = well fitted curve in the direction sought with a large enough effect; inconclusive = small, poorly fitted or top-dose-only effect, or another doubt; inactive = no such curve, though single readings can be large; an effect the other way counts as inactive or inconclusive. Not a hit list (roughly 24% active in at least one column).

No.	smiles	Tb PYK inh	HCV inhibitor	LmPK inh	Pf growth 96h	Pf growth 48h	CHX counter	Shiga inhibitor
1	O=C(NC(=O)N1CCOCC1)c1ccccc1	-1%	18%	-6%	-17%	8%	4	7
2	Fc1cc(F)c(NC(=S)N2CCOCC2)c(F)c1	0%	23%	-7%	21%	17%	-2	18
3	COc1ccccc1CCNS(=O)(=O)c1ccc(C(=O)O)n1C	5%	22%	1%	46%[activator]	27%	-2	-1
4	O=C(Cn1c(CO)nc2ccccc21)Nc1ccccc1Cl	-4%	-21%	-1%	7%	-11%	4	29
5	COc1cc(C2c3[nH]c4ccccc4c3CCN2Cc2cn(C)nc2C)ccc1F (stereo unspecified)	29%	-5%	7%	?	?	8	-9
6	CN1/C(=C\C=C2/SC(=S)N(CC(=O)O)C2=O)C(C)(C)c2ccccc21	-11%	16%	-28%	?	-4%	-3	-7
7	O=C1CC(c2cccc(Br)c2)C2=C(COC2=O)N1 (stereo unspecified)	4%	-1%	-4%	6%	-5%	-1	-5
8	COc1ccc(Cc2c(N)nc(C)nc2N)cc1	-2%	-11%	-5%	-10%	i	-6	5
9	CCOc1ccc(/C(CCC(=O)O)=N/NC(=S)NC(C)C)cc1	-12%	11%	1%	?	-24%	11	41
10	O=C(Nc1ccc(N2CCN(C(=O)c3ccco3)CC2)cc1)c1ccccc1Br	-5%	-19%	-23%	2%	?	9	-30
11	Cc1ccc(N)cc1-n1c(C)ccc1C	4%	-13%	-6%	0%	?	24*	22
12	Cc1ccc(O)c(NC(=O)c2noc(C(C)C)c2[N+](=O)[O-])c1	7%	5%	-4%	?	-25%	42*	49

Molecules from the list above containing an aryl methoxy group:
No.	smiles	Tb PYK inh	HCV inhibitor	LmPK inh	Pf growth 96h	Pf growth 48h	CHX counter	Shiga inhibitor
3	COc1ccccc1CCNS(=O)(=O)c1ccc(C(=O)O)n1C	5%	22%	1%	46%[activator]	27%	-2	-1
5	COc1cc(C2c3[nH]c4ccccc4c3CCN2Cc2cn(C)nc2C)ccc1F (stereo unspecified)	29%	-5%	7%	?	?	8	-9
8	COc1ccc(Cc2c(N)nc(C)nc2N)cc1	-2%	-11%	-5%	-10%	i	-6	5

(list continues)
No.	smiles	Tb PYK inh	HCV inhibitor	LmPK inh	Pf growth 96h	Pf growth 48h	CHX counter	Shiga inhibitor
13	Clc1ccccc1C1CC(c2ccccc2)Nc2ncnn21 (stereo unspecified)	-11%	0%	5%	-32%	?	-4	-8
14	Cc1ccc(OCC(=O)N2N=C(C(F)(F)F)CC2(O)C(C)(C)C)cc1C (stereo unspecified)	-2%	-25%	8%	?	.	-3	-13
15	COc1ccc(NC(=O)CSc2nnc(-c3cnccn3)n2C)cc1OC	-4%	13%	6%	11%	-13%	0	-9
16	O=C(CCn1nc(-c2ccc(Cl)cc2)c2ccccc2c1=O)NN1CCOCC1	-2%	9%	-1%	?	?	-1	1
17	N#C/C(=C/c1ccccc1[N+](=O)[O-])c1nnc2n1CCCCC2	-6%	-13%	-7%	2%	-1%	-2	-3
18	COc1ccccc1Nc1nnc(SCC(=O)NC(=O)Nc2ccc3c(c2)OCCO3)s1	0%	-2%	1%	-13%	-1%	14	29
19	CCOC(=O)c1c(-c2ccccc2)csc1NC(=O)c1ccc(S(=O)(=O)N2CC(C)OC(C)C2)cc1 (stereo unspecified)	0%	1%	-1%	9.3µM*	10µM*	-1	-1
20	CCOc1c(Cl)cc(CNc2nnnn2C)cc1OC	-3%	17%	0%	0%	5.9µM*	1	-9
21	CC1(C)CC(=O)C(C(c2ccccc2F)C2C(=O)CC(C)(C)CC2=O)C(=O)C1	-30%	12%	-2%	90%[activator]	10%	-2	-16
22	Cc1ccc(C(=O)Nc2ccc(N3CCOCC3)nc2N2CCOCC2)cc1	-6%	-20%	-1%	-17%	39%[activator]	1	24
23	Cc1cccc(C)c1-n1cccc1/C=C1\SC(=S)N(c2cccc(C(=O)O)c2)C1=O	-4%	-7%	24%	-15%	11%	19	5
24	CCCCc1ccc(NC(=S)N2CCN(C(=O)c3ccco3)CC2)cc1	6%	-27%	-1%	?	21%	5	-6

Later entries:
No.	smiles	Tb PYK inh	HCV inhibitor	LmPK inh	Pf growth 96h	Pf growth 48h	CHX counter	Shiga inhibitor
25	COCCCn1c(SCc2cccc(OC)c2)nc2cc(OC)c(OC)cc2c1=N	5%	7.1µM*	4%	?	2.6µM*	7	26
26	CCOc1ccc2nc(/N=C/c3nc(-c4ccc(Br)cc4)oc3O)sc2c1	1%	4%	2%	-24%	53%[activator]	6	1
27	Cc1ccc2c(c1)CCCN2C(=O)Nc1ccc2c(c1)OCO2	-7%	-28%	-25%	?	3%	46*	30*
28	CCN(CC)S(=O)(=O)c1cccc(NC(=O)COC(=O)/C=C/c2cccs2)c1	3%	9%	1%	-10%	-22%	1	17
29	CCCc1nc(SC)[nH]c(=O)c1C	-1%	17%	-5%	11%	1%	-3	-5
30	CC1CCCC(C)N1C(=O)COC(=O)CCC1CCCC1 (stereo unspecified)	-4%	2%	0%	-22%	?	-4	-1
31	Cc1ccc(SCC(=O)NCc2ccc(F)cc2)cc1	-1%	8%	-1%	2%	2%	-4	-13
32	CCc1cc2c(=O)n(Cc3ccccc3)c(SC3CCOC3=O)nc2s1 (stereo unspecified)	2%	12%	8%	61%	-15%	-2	13
33	COC(=O)c1cn(CC(=O)NC2CCCCC2)c2ccccc12	2%	-1%	2%	-12%	17%	-1	-25
34	CN(C)S(=O)(=O)c1cccc(NC(=O)CSc2nncn2-c2ccccc2)c1	-17%	?	1%	-4%	?	-4	-4
35	NC(=O)Nc1ccc(C(=O)OCC(=O)Nc2ccc(Cl)cc2C(=O)c2ccccc2)cc1	6%	9%	1%	-19%	-9%	-2	-7
36	CC(C)(C)C(=O)Nc1ccc(C(=O)COC(=O)C2CC2)cc1	4%	18%	.	8%	83%[activator]	.	.

The list continues.
No.	smiles	Tb PYK inh	HCV inhibitor	LmPK inh	Pf growth 96h	Pf growth 48h	CHX counter	Shiga inhibitor
37	O=[N+]([O-])C(/C=C(\Cl)[N+](=O)[O-])=C(N1CCCCC1)N1CCCCC1	-8%	-22%	-9%	1.2µM*	?	10	35
38	COc1ccc(NC(=O)CNS(=O)(=O)c2cccs2)c(OC)c1	1%&1%	-6%	11%	-1%	.	0	15
39	COc1ccc(NC(=O)CN(C)CC(=O)c2c(C)[nH]c3ccccc23)cc1	-10%	-4%	.	12µM*	?	.	.
40	CN(C(=O)COC(=O)c1ccccc1C(=O)N(C)c1ccccc1)c1ccccc1	-10%	17%	-3%	0%	?	4	25
41	O=C(NCCC1CCCCN1S(=O)(=O)c1cccs1)C(=O)Nc1ccc(F)cc1 (stereo unspecified)	-4%	?	.	-19%	-1%	.	.
42	COc1ccc(C(=O)NC(C)c2nnc(SCC(=O)NC3=NCCS3)n2C)cc1 (stereo unspecified)	0%	26%	-1%	2%	21%	0	-4
43	CCn1c(C)c(C)c2cc(C(=O)NCCCN3CCN(C)CC3)ccc21	-7%	-4%	12%	?	3%	-4	-16
44	COc1ccc(S(=O)(=O)Nc2ccccn2)cc1	-2%	19%	-3%	-17%	0%	-3	-14
45	CCS(=O)(=O)c1nc(S(=O)(=O)c2ccc(Cl)cc2)c(N2CCC3(CC2)OCCO3)s1	2%	-1%	1%	0%	-15%	-2	-3
46	Cc1cc(OC(C)C(=O)NCc2cccnc2)c2c3c(c(=O)oc2c1)CCC3 (stereo unspecified)	2%	?	-1%	10µM*	?	-2	-3
47	Cc1ccc(C)c(S(=O)(=O)N2CCN(C(=O)c3ccc(C)s3)CC2)c1	-2%	20%	-5%	?	-27%	-1	-8
48	CC(=O)C1C(c2ccncc2)NC(=O)NC1(O)C(F)(F)F (stereo unspecified)	-3%	31%[activator]	-2%	60%	0%	-1	15

(continued)
No.	smiles	Tb PYK inh	HCV inhibitor	LmPK inh	Pf growth 96h	Pf growth 48h	CHX counter	Shiga inhibitor
49	CCN(CC)S(=O)(=O)c1ccc(NS(=O)(=O)c2ccc3oc(=O)[nH]c3c2)cc1	-13%	-1%	-4%	-14%	-19%	9	-5
50	CN(CC(=O)NCCc1ccc(F)cc1)CC(=O)Nc1ccc(F)c(F)c1F	-8%	-17%	.	-6%	-4%	.	.
51	COc1ccc(NC(=O)Cc2nnc(SCC(=O)NC3=NCCS3)n2C)cc1	-1%	5%	-5%	19%	4%	-4	-13
52	Cc1ccc(NC(=O)c2sc3nc(N4CCOCC4)c4c(c3c2N)CC(C)(C)OC4)cc1	-14%	-16%	-9%	69%[activator]	?	22*	6
53	CCNC(=O)CN(c1ccc(OC)c(OC)c1)S(=O)(=O)c1ccccc1	1%	1%	-2%	.	4%	-6	-5
54	Cc1ccccc1NC(=O)CN1C(=O)N/C(=C\c2ccc(N3CCOCC3)c(F)c2)C1=O	0%	8%	-2%	9%	9%	-2	-8
55	CCOC(=O)COc1ccc(Oc2nc(C)cc(OC)n2)nn1	-3%	-4%	2%	5%	21%	1	-8
56	COc1cccc(CN(C)C(=O)c2cc(-c3ccc(F)cc3)nc3ccccc23)c1	1%	32µM*	-12%	13µM*	?	-4	-14
57	CCCCNC(=O)c1c(N)n(/N=C/c2ccccn2)c2nc3ccccc3nc12	.	.	-2%	1.5µM*	25%	14	9
58	CON(C)c1nc(Oc2ccc(=O)[nH]n2)nc(N(C)C)n1	14%	8%	-7%	.	9%	-2	4
59	COc1ccc(/C=C(/NC(=O)c2ccccc2OC)C(=O)Nc2ccc(C(=O)O)cc2)cc1	-5%	-1%	-12%	9.3µM*	-9%	1	-14
60	Cc1occc1-c1nnc(SCC(=O)Nc2nccs2)n1CCc1ccccc1	5%	-13%	2%	?	-14%	-4	-16

(further entries)
No.	smiles	Tb PYK inh	HCV inhibitor	LmPK inh	Pf growth 96h	Pf growth 48h	CHX counter	Shiga inhibitor
61	CCn1c(NC(=O)c2nn(C)cc2Br)nc2ccccc21	3%	0%	1%	?	?	-2	-6
62	CC(=O)N1CCN(C(=O)c2cc(-c3cccc4ccccc34)nc3ccccc23)CC1	0%	-11%	1%	-26%	0%	-1	2
63	COc1ccc(C(=O)N/C(=C/c2ccc(Cl)cc2)C(=O)Nc2ccc(C(=O)O)cc2)cc1	2%	.	4%	?	3%	-3	-9
64	O=C(Cc1ccccc1)Nc1cc([N+](=O)[O-])ccc1N1CCOCC1	-2%	?	2%	?	-14%	-1	-5
65	COC(=O)C1=C(c2c(C)noc2C)C[C@@H]2CC[C@H]1N2C(=O)N1CCC(O)CC1	-5%	4%	.	0%	29%	.	.
66	C=C1N2CCC(CC2)C1(O)c1ccc(C)c(C)c1 (stereo unspecified)	7%	9%	1%	?	-18%	-3	-5
